Lmaj promast = inhibitors of Leishmania major promastigote growth; actives 9% (n = 200,000); inhibition, % at 10 µM; AID 1063; Leishmania major promastigotes, resazurin fluorescence viability; in the data active = inhibition above about 50%;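 also: promastigotes grown with compound for 44 hours at 28 °C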
bIAP activator = intestinal alkaline phosphatase (bovine) activation; purified bovine IAP, CDP-star luminescence, 30 min; active compounds read high; fold of DMSO-control signal, blank-subtracted; activation factor at 20 µM; actives 0.17% (n = 200,000);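 active = activation factor of 2 or more at 20 µM, a signal rise over negative controls twice the positive control's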
TNAP inh hiacc = TNAP (human) inhibition, high acceptor; purified TNAP, CDP-star luminescence, 1 M DEA; inhibition, % at 20 µM; actives 0.03% (n = 200,000); AID 1135;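 active = over 50% inhibition of tissue-nonspecific alkaline phosphatase at 20 µM in the single-dose screen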;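 also: plate controls were DMSO wells for no effect and EDTA-quenched wells as full inhibition for full effect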
Target sequence (P05186 whole entry, looked up): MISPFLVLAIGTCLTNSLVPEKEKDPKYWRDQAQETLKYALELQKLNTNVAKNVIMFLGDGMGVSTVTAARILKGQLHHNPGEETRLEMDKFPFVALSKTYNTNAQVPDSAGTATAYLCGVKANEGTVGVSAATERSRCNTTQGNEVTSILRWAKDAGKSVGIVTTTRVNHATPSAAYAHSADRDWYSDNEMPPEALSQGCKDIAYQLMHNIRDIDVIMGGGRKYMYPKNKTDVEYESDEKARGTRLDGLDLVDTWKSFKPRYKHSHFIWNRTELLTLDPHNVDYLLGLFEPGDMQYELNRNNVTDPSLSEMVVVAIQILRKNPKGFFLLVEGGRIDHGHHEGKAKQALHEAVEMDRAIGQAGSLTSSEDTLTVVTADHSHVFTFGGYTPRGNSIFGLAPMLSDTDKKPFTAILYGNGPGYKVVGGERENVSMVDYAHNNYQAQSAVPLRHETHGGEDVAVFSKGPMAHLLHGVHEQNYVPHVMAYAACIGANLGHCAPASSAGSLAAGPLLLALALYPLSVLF
TNAP act hi DEA = increases human TNAP activity under high phosphate acceptor concentration; 200,000 tested, under 10 active; AID 1136; purified TNAP, CDP-star luminescence, 1 M DEA, 30 min; active compounds read high; 0 = EDTA background, 1 = DMSO-only activity; P05186; activation factor at 20 µM;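 active = activation factor at least 2 at 20 µM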
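Control set: EDTA negative control, DMSO positive control / Assay system: human TNAP / Quantity: TNAP 1/800 final / Evaluation: TNAP activation factor scaled between EDTA and DMSO control wells / Measured by: luminescent substrate turnover signal / Compound dosing: one dose, 20 µM / Times: 30 min enzyme reaction at room temperature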
FLuc act counter = firefly luciferase counter-screen for stimulation assays; AID 1027; 200,000 tested, under 10 active; ATPlite luciferase biochemical, luminescence, 10 min; 0 = ATP-free wells, 1 = DMSO control; P08659; activation factor at 10 µM;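 active = luciferase activation factor, scaled between plate controls, of at least 2 with compound at 10 µM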
Target sequence (P08659 whole entry, looked up): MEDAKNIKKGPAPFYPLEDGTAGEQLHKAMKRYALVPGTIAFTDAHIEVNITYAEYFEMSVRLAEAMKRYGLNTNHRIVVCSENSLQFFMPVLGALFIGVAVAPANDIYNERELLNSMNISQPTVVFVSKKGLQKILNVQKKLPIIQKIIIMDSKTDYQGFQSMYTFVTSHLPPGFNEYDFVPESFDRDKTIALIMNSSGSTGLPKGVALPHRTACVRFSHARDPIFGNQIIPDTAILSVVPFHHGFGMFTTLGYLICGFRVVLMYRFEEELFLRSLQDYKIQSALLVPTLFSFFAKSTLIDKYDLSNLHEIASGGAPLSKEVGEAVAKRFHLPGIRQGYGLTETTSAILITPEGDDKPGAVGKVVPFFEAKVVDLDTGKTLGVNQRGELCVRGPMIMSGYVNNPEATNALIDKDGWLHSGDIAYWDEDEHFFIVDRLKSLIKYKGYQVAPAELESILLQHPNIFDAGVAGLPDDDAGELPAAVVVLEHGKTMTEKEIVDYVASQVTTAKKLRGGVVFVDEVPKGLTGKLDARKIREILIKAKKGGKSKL
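Assay system: Luciferase/luciferin detection reagent, cell-free biochemical luciferase assay / Also added: ATP substrate / Schedule: 10 min at ambient temperature / Measured by: luminescence measurement of luciferase light output / Benchmarks: low control with PBS replacing ATP, high control enzyme plus ATP without compound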
FLuc inh counter = inhibits firefly luciferase, flagging false hits in luciferase inhibition screens. actives 1.5% (n = 200,000). ATPLite firefly luciferase biochemical luminescence, 10 min. P08659. inhibition, % at 10 µM;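 active = inhibition above about 50% when tested at 10 µM, limit read from the data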
APP transl inh = APP translation inhibition; SH-SY5Y APP 5'UTR-luciferase reporter, luminescence; inhibition, % at 2 µM; actives 0.82% (n = 190,000); AID 1285;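 active = inhibition above a set limit, derived from the sample mean plus 3 SD, cut at about 45% in these data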; also: values of inactives mirror those of a sister screen read the other way
TNAP inh noacc = inhibitors of human TNAP without phosphate acceptor; P05186; purified TNAP, CDP-star luminescence, 30 min; inhibition, % at 20 µM; actives 0.26% (n = 200,000); AID 1012;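 active = tissue-nonspecific alkaline phosphatase inhibition above about 50% at 20 µM in the single-dose screen, limit read from the data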;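 also: 0% = DMSO negative control and 100% = EDTA positive control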
bIAP inhibitor = intestinal alkaline phosphatase (bovine) inhibition; purified bovine IAP, CDP-star luminescence, 30 min; inhibition, % at 20 µM; 190,000 tested, under 10 active;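 active = over 50% inhibition of intestinal alkaline phosphatase at 20 µM in the single-dose screen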
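System: purified bovine intestinal alkaline phosphatase (IAP) enzyme; Input: IAP diluted 1/65,000,000 in the well; Measured by: CDP-star luminescence signal; Compound dosing: 20 µM single dose; Incubation: 30 min reaction at room temperature.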
RAM network inh = blocks the yeast RAM network | S. cerevisiae dse1pr::URA3 reporter, 5-FOA growth OD615, 2 d; analog-sensitive cbk1-as2 kinase mutant strain | inhibition, % at 50 µM | actives 1.8% (n = 190,000) | AID 868;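 active = inhibition above a set limit, 3 SD over mean compound inhibition, cut at about 8.4% in these data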;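 also: 0% = DMSO-only wells with no growth and 100% = 10 µM 1-NA-PP1 full growth; inhibition rescues growth on 5-FOA so higher OD means more RAM inhibition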
Numbers without * were called inactive; · = no result given.

SMILES	Lmaj promast	bIAP activator	TNAP inh hiacc	TNAP act hi DEA	FLuc act counter	FLuc inh counter	APP transl inh	TNAP inh noacc	bIAP inhibitor	RAM network inh
COC(=O)c1sccc1NC(=O)CSCCc1ccccn1	-4	0.9	-2	1	1.1	-6	-5	-1	14	2.0
Clc1ccc2nc(N3CCNCC3)nc(-c3ccccc3)c2c1	101*	0.9	-6	1.1	1.1	-12	-8	6	7	2.9
CC(NC(=O)c1ccccc1N)c1ccccc1 (stereo not given)	-5	1	-3	1	1.1	-6	-20	-10	-1	-0.1
S=C1NCCOCCOCCNC(=S)N2CCOCCOCCN1CCOCCOCC2	-1	0.9	-5	1.1	1	-4	-7	-8	14	2.1
COc1ccc(CNC(=O)COC(=O)C2=COCCO2)cc1	1	0.9	-3	1	1	-2	4	-12	8	0.8
O=c1c(-c2ccccc2)n[nH]c2ccccc12	-7	1	-6	1.1	0.5	50	-112	-8	2	2.4
CCn1c(Cc2ccccc2)nnc1SCc1nc2ccccc2c(=O)[nH]1	-11	1	1	1	1.1	-6	3	-3	3	0.1
CC(C)N(c1nnc(N)s1)C(C)C	-1	0.9	-7	1.1	1.1	-8	-14	-9	11	0.1
CCN(CC)S(=O)(=O)c1ccc(N2CCCC2)c(C(=O)OCC(=O)N2CCCC2)c1	8	1	-7	1.1	1.1	-5	-4	-9	1	-0.3
CC(C)CNC(=O)c1ccc(Cl)c(Cl)c1	-4	0.9	-5	1.1	1.1	-6	0	-14	9	2.2
COc1cc(CNCCN(C)C)c(Br)cc1OC1CCCC1	31	1.1	-2	1	1	-2	14	0	-8	-0.6
COc1cc(-c2cc(C(=O)Nc3ccc(S(=O)(=O)NCc4ccco4)cc3)c3ccccc3n2)cc(OC)c1OC	76*	1	-4	1	1	0	20	-4	2	13*
CCCCC(=O)NC(c1ccc([N+](=O)[O-])cc1)c1c(O)ccc2ccccc12 (stereo not given)	100*	0.8	-2	1	1.1	-6	12	-17	24	3.8
O=C(Nc1nnc(-c2ccc3c(c2)CCCC3)o1)C1CCCCC1	38	1	-8	1.1	1	-3	-2	-25	-4	4.1
O=C(COc1cccc2cccnc12)N1CCc2ccccc2C1	-1	1	-2	1	1	-4	-4	-4	4	-1.3
Cc1cccc(NC(=O)CCc2ccc(S(=O)(=O)NC3CCCCC3)cc2)c1	-2	0.9	5	1	1	-3	-6	0	13	0.1
O=c1c(-c2ccc3c(c2)OCCO3)coc2c(CN3CCOCC3)c(O)ccc12	-5	1	-6	1.1	0.9	14	-29	-13	1	0.4
CCCCCCSc1ncc(C#N)c(N)n1	3	0.9	0	1	1	2	-9	-6	12	2.0
CN(C(=O)NC1CCCCC1)c1ccccc1	-6	1	-7	1.1	1.1	-8	20	-11	5	0.0
COc1ccc(CNC(=O)COc2ccc([N+](=O)[O-])cc2)cc1	-1	0.9	-5	1	1.1	-9	8	-10	10	1.5
Cc1ccccc1C(=O)NC(CC(C)C)C(=O)NN1C(=O)c2ccccc2C1=O (stereo not given)	-3	1.1	-3	1	1	-3	2	-16	-14	1.0
CCOc1ccc(C(C)=O)cc1CN1C(=O)NC2(CCCCC2C)C1=O (stereo not given)	-5	0.9	-9	1.1	1	-4	2	5	9	-0.3
COC(=O)C1=C(C)Nc2nnnn2C1c1cccs1 (stereo not given)	-3	1	-4	1	1	-3	-6	-11	4	-0.8
Cc1cc2c(c(=O)n1CC1CCCO1)C(c1ccco1)C(C#N)=C(N)O2 (stereo not given)	2	0.9	-3	1	1.1	-5	-13	-14	11	1.3
O=C1SC(c2ccccc2)=C/C1=C\N1CCCCC1	2	0.9	1	1	1	-4	10	8	6	-1.2
COc1ccc(OCCSc2nnc(-c3cccnc3)n2N)cc1	-1	0.9	1	1	1.1	-6	17	-9	10	2.1
CC1CCCN(CC(=O)Nc2ccc(S(=O)(=O)N3CCCCCC3)cc2)C1 (stereo not given)	84*	0.9	-5	1	1.1	-7	-2	-8	13	0.8
CCOC(=O)N1CCN(C(=O)c2ccc(N3C(=O)CCC3=O)cc2)CC1	-6	1	1	1	1	-5	-15	-2	4	-0.1
O=C(NCc1ccc2c(c1)OCO2)c1ccc(CSCc2ccccc2Cl)o1	4	0.8	-9	1.1	1	-3	11	-37	23	11*
CC(=O)OCCNc1cc(Sc2nc3ccccc3[nH]2)c2nonc2c1[N+](=O)[O-]	5	1	19	0.8	1	-1	79*	7	-2	4.1
COc1ccc(OC)c(C2C(C(=O)c3ccccc3)=C(C)Nc3nc4ccccc4n32)c1 (stereo not given)	79*	0.9	-4	1	1.1	-6	6	-5	14	3.4
Cc1ccccc1C(=O)N1CCN(c2ccc(NC(=O)c3ccc4c(c3)OCO4)cc2)CC1	24	0.9	-3	1	1	-3	11	-8	10	2.6
CSCC[C@H](NC(=O)C1CCN(S(=O)(=O)c2ccc(C)cc2)CC1)C(=O)NCc1ccco1	-7	1.2	-5	1	1.1	-5	·	-13	-23	1.8
COc1ccc(C2CC(c3cccs3)=NN2c2nc(-c3ccccc3)cs2)cc1OC (stereo not given)	1	1.1	1	1	1.1	-10	-24	-52	-12	7.8
C#CCOc1ccc(/C=C2\SC(=S)N(Cc3cccnc3)C2=O)cc1	1	1.1	2	1	1	-1	-3	-12	-11	5.1
CCCn1c(CN2CCN(c3cccc(Cl)c3)CC2)nc2c1c(=O)n(C)c(=O)n2C	-6	1.1	-5	1.1	1	-4	1	-13	-5	-0.7
CCOC(=O)Cn1nc(C)c(NC(=O)c2ccc(Cl)c([N+](=O)[O-])c2)c1C	12	1	-4	1	1	-3	-4	-8	1	1.9
CCN(CC)S(=O)(=O)c1ccc(Cl)c(NC(=O)COC(=O)c2cc(-c3ccccc3Cl)nc3ccccc23)c1	-6	0.9	-5	1	1	-1	18	-7	6	4.2
Cc1ccc(N=Cc2sc(O)c3ccccc23)cc1	-4	1.1	9	0.9	1	-3	-193	5	-6	1.1
Cc1ccc(NC(=O)N2CCC(C(=O)NCc3ccccc3)CC2)cc1	-3	0.9	-4	1	1	1	8	-8	5	-0.2
COc1cccc(NC(=O)Nc2c(C)n(C)n(-c3ccccc3)c2=O)c1	-3	0.9	0	1	1.1	-5	-10	-6	6	0.7
Clc1ccc(Cn2cccc2C2=NCCO2)cc1	1	1	-2	1	1.1	-6	-2	-8	3	4.1
OCC1(Cc2cccc(F)c2)CCN(Cc2ccc3cccc(F)c3n2)CC1	88*	1.1	-2	1	1.1	-10	-9	-2	-8	0.5
CCC1(CC)C(=O)NC(=O)NC1=NCCc1c[nH]c2ccccc12	-4	0.8	-5	1.1	1	-4	0	-11	17	4.3
CN1CCN(S(=O)(=O)c2ccc(-c3noc(C4CCN(S(C)(=O)=O)CC4)n3)cc2)CC1	-2	1	-7	1.1	1.1	-10	16	-13	0	-0.5
COc1ccc(-c2nnc3ccc(SCC(=O)N4CCOCC4)nn23)cc1	·	0.9	-1	1	1	-3	·	-3	6	·
CCOC(=O)c1nn(-c2ccc(C)cc2)cc1O	-4	1	-5	1.1	0.4	59*	-137	-8	4	1.1
CCOC(=O)c1ccc(S(=O)(=O)N2CCN(CC3CC=CCC3)CC2)cc1 (stereo not given)	2	0.9	-6	1.1	1.1	-10	5	-10	14	0.4
O=C(CCC(=O)Nc1ccccc1)N/N=C/c1ccco1	-5	0.9	1	1	1.1	-9	12	-9	14	0.6
O=C(c1cccs1)N1CCc2ccccc2C1	-5	1.1	-1	1	1	-1	-29	-7	-15	2.4
COc1ccccc1CN1C(=O)CCC1(C)C(=O)NC1CCCCCC1 (stereo not given)	-5	1	-6	1.1	1	-3	-7	-14	4	1.2
COc1ccc(CC(=O)N2N=C(c3ccncc3)CC2(O)C(F)(F)F)cc1 (stereo not given)	2	1.1	-3	1	1	-4	2	-20	-14	-0.5
COc1c(Cl)cc(-c2noc(C)c2C(=O)NC(C)C)cc1Cl	-5	1	-6	1.1	1.1	-6	1	-11	2	3.1
CCOc1ccc(Cn2c3ccc(OC)cc3c3nc4ccccc4nc32)cc1OC	10	0.9	2	1	1	-4	-11	-7	15	0.8
O=S(=O)(Nn1cnnc1)c1ccc2ccccc2c1	-8	1	2	1	1.1	-8	12	3	1	2.1
Cc1ccc(S(=O)(=O)CC(O)COc2ccc(F)cc2Cl)cc1 (stereo not given)	-2	0.9	-8	1.1	1.1	-6	6	-6	14	0.2
COc1ccc2[nH]c(=O)c(CNC3CCCCC3)cc2c1	19	0.9	-3	1	1	-3	-6	-8	5	-0.8
CCc1ccc(NC(=O)c2c(Cl)nc(C)c(Cl)c2C)cc1	-1	0.9	-1	1	1.1	-6	11	-15	14	1.9
O=C(NN1C(=O)C2C3C=CC(C4CC34)C2C1=O)c1ccccc1Cl (stereo not given)	5	0.9	1	1	1	-4	-2	-12	9	0.4
COc1ccc(NC(=S)Nc2ccccc2)cn1	10	0	0	1	1	-2	5	-7	·	2.1

The closing five records of the part before open the next one:
SMILES	Lmaj promast	bIAP activator	TNAP inh hiacc	TNAP act hi DEA	FLuc act counter	FLuc inh counter	APP transl inh	TNAP inh noacc	bIAP inhibitor	RAM network inh
Cc1ccc(S(=O)(=O)CC(O)COc2ccc(F)cc2Cl)cc1 (stereo not given)	-2	0.9	-8	1.1	1.1	-6	6	-6	14	0.2
COc1ccc2[nH]c(=O)c(CNC3CCCCC3)cc2c1	19	0.9	-3	1	1	-3	-6	-8	5	-0.8
CCc1ccc(NC(=O)c2c(Cl)nc(C)c(Cl)c2C)cc1	-1	0.9	-1	1	1.1	-6	11	-15	14	1.9
O=C(NN1C(=O)C2C3C=CC(C4CC34)C2C1=O)c1ccccc1Cl (stereo not given)	5	0.9	1	1	1	-4	-2	-12	9	0.4
COc1ccc(NC(=S)Nc2ccccc2)cn1	10	0	0	1	1	-2	5	-7	·	2.1
O=C(NCc1ccco1)c1cnn2c1NC(c1ccc(Br)cc1)CC2C(F)(F)F (stereo not given)	3	0.9	-6	1.1	1.1	-5	-2	-12	11	1.3
O=C(CN1CCN(c2nc(-c3ccccc3)cs2)CC1)NNC(=O)c1ccco1	-5	1.5	-3	1	1.1	-5	-5	-136	-52	0.8
O=C(C1CC1)N1CCC(c2nc(-c3ccc(S(=O)(=O)NCC4CCCO4)cc3)no2)CC1 (stereo not given)	15	1	-3	1	1.1	-6	-10	-12	-5	0.6
Cc1ccc(-n2c(SCC(=O)N3CCOCC3)nnc2-c2cccnc2)cc1C	-4	1	2	1	1	-1	7	-5	-4	-1.2
CC1SCC(=O)N(CC(=O)NCCc2ccccc2)C1=O (stereo not given)	-7	1	-5	1.1	1	-2	-12	-16	1	0.9
Cc1ccc(S(=O)(=O)N(C)C)cc1NC(=O)COC(=O)c1ccc2c(c1)OCCO2	1	1.1	-1	1	0.9	8	-10	-10	-8	3.9
CCOCCCNS(=O)(=O)c1ccc(OC)c(Cl)c1Cl	-3	1	-2	1	1	-4	0	-8	-3	-0.2
